MITF inh: human MITF inhibition, primary screen | O75030 | AlphaScreen MITF homodimerization, bead proximity signal | inhibition, % at 2.6 µM | 650,000 tested, 0.91% active | AID 1259374; in the data active means inhibition above about 50%;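 further: 0% = vehicle wells with protein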
Target sequence (O75030 whole entry, looked up): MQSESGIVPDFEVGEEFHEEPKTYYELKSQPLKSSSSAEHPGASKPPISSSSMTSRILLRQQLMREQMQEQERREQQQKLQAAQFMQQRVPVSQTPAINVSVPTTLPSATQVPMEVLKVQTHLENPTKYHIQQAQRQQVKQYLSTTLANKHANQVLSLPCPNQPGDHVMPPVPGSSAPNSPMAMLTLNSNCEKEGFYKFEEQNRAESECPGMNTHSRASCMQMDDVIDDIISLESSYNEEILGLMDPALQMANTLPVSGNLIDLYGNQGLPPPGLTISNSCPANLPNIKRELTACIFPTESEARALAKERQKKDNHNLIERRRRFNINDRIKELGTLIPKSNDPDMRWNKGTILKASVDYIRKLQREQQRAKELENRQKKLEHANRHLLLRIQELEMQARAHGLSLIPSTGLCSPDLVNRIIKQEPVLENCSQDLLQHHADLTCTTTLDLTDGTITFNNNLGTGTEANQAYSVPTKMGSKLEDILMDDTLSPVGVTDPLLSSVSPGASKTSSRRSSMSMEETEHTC
TEAD-YAP block: TEAD-YAP interaction inhibition; HEK-TIYL cells, TEAD-Gal4/YAP UAS-luciferase luminescence; inhibition, % at 9.12 µM; 640,000 tested, 1.4% active; AID 1259422; in the data active means inhibition above about 32%;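 further: 0% = median of test compound wells and 100% = reference inhibitor wells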
FBW7 activator: activators of human E3 ligase FBW7; normalized activity (activation), % at 26.1 µM; 650,000 tested, 0.13% active; Q969H0; AlphaScreen FBW7–phospho-cyclin E peptide binding, activator screen; in the data active means normalized activity above about 1.9%;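 further: purified mutant Fbw7 with reduced substrate affinity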
GPR151 activ: activates the human receptor GPR151. activation, % at 11.2 µM. PathHunter beta-arrestin GPR151 cells, luminescence. 650,000 tested, 1% active; in the data active means activation above about 4.9%;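 further: 0% = median of compound wells and 100% = cells with positive control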
Target sequence (Q8TDV0 whole entry, looked up): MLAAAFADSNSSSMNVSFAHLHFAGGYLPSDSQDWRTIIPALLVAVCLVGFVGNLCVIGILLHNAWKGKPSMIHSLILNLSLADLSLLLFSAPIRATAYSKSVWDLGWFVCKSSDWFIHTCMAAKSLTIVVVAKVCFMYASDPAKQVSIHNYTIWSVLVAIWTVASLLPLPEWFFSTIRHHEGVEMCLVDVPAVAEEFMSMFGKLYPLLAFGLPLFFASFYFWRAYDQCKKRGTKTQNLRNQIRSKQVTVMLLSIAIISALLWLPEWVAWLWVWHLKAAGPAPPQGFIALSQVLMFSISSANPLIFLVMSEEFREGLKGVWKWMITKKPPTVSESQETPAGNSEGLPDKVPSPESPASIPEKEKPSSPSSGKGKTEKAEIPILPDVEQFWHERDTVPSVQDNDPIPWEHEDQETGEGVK
The depositor's hits bear a star.

Abbreviations: A = MITF inh; B = TEAD-YAP block; C = FBW7 activator; D = GPR151 activ
> CCOc1ccccc1CN1CCc2nnc(C(CC(C)C)NC(=O)COC)n2CC1 (stereo unspecified)
  A = 8; B = 16; C = 0.0; D = 0.5
> CCCC1=C(C(=O)OCC)C(c2cc(OC)c(OCC(N)=O)cc2Cl)NC(=O)N1 (stereo unspecified)
  A = 21; B = -3; C = 0.2; D = 0.5
> Cc1nn(CC(=O)N2CCCC2)c(=O)c2cc3ccsc3n12
  A = 6; B = 7; C = 0.0; D = -0.4
> Cc1ccccc1-n1c(SCC(=O)N2CCCC2)nc2c(sc(=S)n2-c2ccccc2C)c1=O
  A = 9; B = 4; C = 0.0; D = -2.6
> CCOC(=O)c1c(NC(=O)c2cccc(Cl)c2)sc(C(N)=O)c1C
  A = 23; B = 4; C = 0.2; D = 0.4
> CCCCCn1c(Br)nc2c1c(=O)[nH]c(=O)n2C
  A = -1; B = -10; C = -0.1; D = 0.3
> Cc1nc2c(ccc3nc(NC(=O)c4ccc(N5C(=O)CCC5=O)cc4)sc32)s1
  A = 9; B = 25; C = 0.1; D = -0.5
> COc1ccc(Cl)cc1-n1c(/C=C/c2ccc([N+](=O)[O-])cc2)nc2ccccc2c1=O
  A = -3; B = 9; C = 0.0; D = -0.5
> COc1cc(OC)nc(Oc2ccccc2C(=O)NCC(=O)OC(C)(C)C)n1
  A = 0; B = 11; C = 0.1; D = -0.3
> Cc1c(CNC2CCCCCC2)c(C(=O)O)c(C)n1Cc1ccc(Cl)cc1
  A = 28; B = -13; C = 0.1; D = 0.1
> CCOC(=O)N1CCN(C(=O)c2cn(C)c(=O)c3c2c2ccccc2n3C)CC1
  A = 4; B = 16; C = -0.1; D = -0.3
> CC1(C)CC(n2c(=S)[nH]c3c(c2=O)C2(CCCC2)Cc2ccccc2-3)CCO1 (stereo unspecified)
  A = 3; B = 11; C = 0.1; D = 1.1
> CCOc1ccc(NC(=O)/C=C/c2ccccc2[N+](=O)[O-])cc1
  A = 8; B = -32; C = 1.1; D = 1.0
> Cc1ccc(OCC(=O)Nc2cccc(F)c2)cc1C
  A = 15; B = -73; C = 0.2; D = 0.3
> Cc1ccc2sc(-c3ccc(NC(=O)/C=C\C(=O)O)cc3)nc2c1
  A = 5; B = 90*; C = 0.0; D = -6.3
> CCCCOc1ccc(C(=O)NCCOc2ccc(C)cc2)cc1
  A = -12; B = -9; C = 0.2; D = -1.3
> CC(=O)N(Cc1ccccc1)C1=C(Cl)C(=O)c2ccccc2C1=O
  A = -3; B = 3; C = -0.3; D = -0.5
> COc1cccc(OC)c1CN1CCC(N(C)Cc2ccccc2S(C)(=O)=O)CC1
  A = 12; B = -3; C = -0.1; D = -1.4
> Cc1ccc2nc(NC(=S)NC(=O)c3ccc(S(=O)(=O)N4CCCC4)cc3)sc2c1
  A = 19; B = -7; C = 1.2; D = 0.0
> O=C(O)CSc1cc(NS(=O)(=O)c2ccc(C(=O)O)cc2)c2ccccc2c1O
  A = 26; B = -13; C = -0.5; D = -0.9
> CC1CCN(C(=O)c2ccc(N3CC4CC(C3)c3cccc(=O)n3C4)c(NC(=O)c3ccc(C(C)(C)C)cc3)c2)CC1 (stereo unspecified)
  A = -4; B = 0; C = -0.2; D = -0.4
> COc1ccc(CN2C[C@@H]3C[C@@H](c4ccsc4)N4CCC[C@@]34C2=O)cc1
  A = -25; B = -3; C = 0.0; D = -2.1
> Cc1ccc(CNS(=O)(=O)c2cccc3nonc23)o1
  A = 5; B = 0; C = -0.1; D = -0.8
> COCCOC(=O)C1=C(C)NC2=C(C(=O)CCC2)C1c1ccccc1Br (stereo unspecified)
  A = 5; B = -1; C = 0.1; D = 0.0
> CN(C)c1ccc(N2C(=O)CC(NC34CC5CC(CC(C5)C3)C4)C2=O)cc1 (stereo unspecified)
  A = -2; B = 0; C = 0.1; D = 1.8
> COc1cc(C2=N/C(=C\c3ccc(C)cc3)C(=O)O2)cc(OC)c1OC
  A = -7; B = 1; C = -0.1; D = 1.1
> NS(=O)(=O)c1ccc(NC(=O)CC2c3ccccc3Oc3ccccc32)cc1
  A = -5; B = 15; C = -0.1; D = -0.6
> O=C(Nc1ccc(-c2nc3cc(Cl)ccc3c(=O)o2)cc1)c1ccco1
  A = -2; B = 4; C = 1.0; D = 0.5
> CN1CC(=O)N(CC(=O)Nc2ccc(Cl)c(C(F)(F)F)c2)C1=O
  A = -6; B = 2; C = 0.0; D = 0.2
> O=C(COc1ccc2ccccc2c1Br)NCc1ccco1
  A = 2; B = -50; C = 0.1; D = 0.1
> CCCn1nnnc1NC(=O)COc1ccc(Br)cc1
  A = 13; B = 5; C = -0.1; D = 0.5
> CCOC(=O)N1CCN(S(=O)(=O)c2ccc(Cl)c(Cl)c2OC)CC1
  A = 10; B = 5; C = 0.1; D = 0.1
> Clc1ccc(Oc2nc(-c3ccccc3)c3cc(Br)ccc3n2)cc1
  A = -3; B = 2; C = -0.1; D = 0.5
> Oc1ccc(CCNc2nc(Nc3nccc4ccccc34)nc3c2ncn3-c2ccsc2)cc1
  A = 10; B = 66*; C = 0.1; D = 1.3
> Cc1ccc(CN2CCc3nnc(C(C)NC(=O)c4ccoc4C)n3CC2)cc1 (stereo unspecified)
  A = -5; B = 2; C = 0.1; D = 1.7
> CCOc1cc(Br)cc(/C=N\NC(=O)C2C(=O)NCC2c2ccccc2)c1O (stereo unspecified)
  A = 11; B = 24; C = -0.5; D = 0.5
> Cc1cc(C)cc(C(=O)Nc2nnc(-c3ccccc3C)s2)c1
  A = 9; B = 1; C = 0.4; D = 0.5
> O=C(C1CCCN(S(=O)(=O)c2ccc([N+](=O)[O-])cc2)C1)N1CCc2ccccc2C1 (stereo unspecified)
  A = 14; B = 6; C = -0.1; D = 0.1
> CCC(=O)Nc1sc2c(c1C(=O)N1CCOCC1)CCCCC2
  A = 1; B = 5; C = 0.1; D = 0.9
> Cc1ccccc1OCC(O)CN1CCOCC1 (stereo unspecified)
  A = -7; B = 1; C = -0.1; D = -0.8
> Cc1cccc(NC(=O)CCC(=O)O)c1
  A = -6; B = -6; C = 0.0; D = 0.5
> Cc1ccc(N=Cc2ccc(C)o2)c(O)c1
  A = 12; B = -35; C = -0.1; D = 1.3
> COc1ccc(CCn2c(SCC(=O)NC3CCCC3)nc3ccsc3c2=O)cc1OC
  A = 14; B = -8; C = 0.3; D = 0.4
> O=C(NCc1ccncc1)c1c(O)c2cccc3c2n(c1=O)CC3
  A = 5; B = 2; C = -0.1; D = -0.6
> CC(C)CC1NC(=S)N(Cc2ccccc2)C1=O (stereo unspecified)
  A = 3; B = 9; C = 0.3; D = -1.6
> COc1ccc2oc(C(Cl)(Cl)Cl)cc(=O)c2c1
  A = 20; B = 50*; C = 0.5; D = -0.9
> CCOc1ccc(C2(O)CSC3=C(C#N)C(c4cccc(OC)c4)CC(=O)N32)cc1 (stereo unspecified)
  A = 14; B = 4; C = 0.1; D = 0.5
> CN1CCN(C(=O)CN(c2cccc([N+](=O)[O-])c2)S(C)(=O)=O)CC1
  A = -12; B = -4; C = 0.0; D = 0.3
> COc1cc(OC)cc(C(=O)N[C@H](C(=O)NCC(C)C)C(C)C)c1
  A = -9; B = -16; C = -0.1; D = -1.6
> O=C(CSc1nnc(NC(=O)c2ccccc2)s1)Nc1cccc(Cl)c1
  A = 2; B = -31; C = 0.2; D = -3.9

The listing continues.
Abbreviations: A = MITF inh; B = TEAD-YAP block; C = FBW7 activator; D = GPR151 activ
> CC1(C)CC(=O)CC(=Nc2ccc(C(=O)O)cc2)C1
  A = 18; B = 7; C = 0.0; D = 1.6
> C/C(=N\NC(=O)c1ccc(Br)o1)c1cccc(N)c1
  A = 3; B = -63; C = -0.1; D = -0.2
> O=C(Cc1cc(=O)[nH]c(=O)[nH]1)NC1CCCC1
  A = 18; B = -3; C = 0.1; D = 0.6
> Cn1c2ccccc2n2cc(-c3ccc([N+](=O)[O-])cc3)nc12
  A = 5; B = -27; C = -0.2; D = -1.3
> COc1cc(Nc2nc(Nc3ccncc3)nc3c2ncn3-c2ccsc2)cc(OC)c1OC
  A = 1; B = 2; C = 0.0; D = -1.7
> COc1ccc(C(=O)OCC(=O)c2cccc([N+](=O)[O-])c2)cc1
  A = 3; B = -10; C = -0.1; D = 1.0
> Cc1cc(C)n(-c2ccc3cccc(O)c3n2)n1
  A = 5; B = -15; C = -0.1; D = 0.9
> CCOC(=O)c1ccc(CN(C(=S)Nc2cccc(OC)c2)C(CC(C)C)C(=O)O)cc1 (stereo unspecified)
  A = 11; B = -8; C = 0.1; D = 0.5
> Cc1cc2c3c(c1C)C1(C(=O)N3C(C)(C)CC2C)C(C#N)=C(N)OC2=C1C(=O)CC(C)(C)C2 (stereo unspecified)
  A = -5; B = 1; C = -0.1; D = 0.3
> CCCCNC(=O)c1cccc(C(=O)NCCCC)c1
  A = 1; B = -5; C = 0.9; D = 0.6
> Cc1ccc(-n2ncc3c(=O)n(C/C=C/c4ccccc4)cnc32)cc1
  A = 5; B = 3; C = 0.2; D = 1.3
> CCOC(=O)Cc1c(C)nc2c(-c3ccc(Cl)cc3)c(C)[nH]n2c1=O
  A = 8; B = -10; C = 0.5; D = -0.3
> CN1CCN(c2ccccc2NC(=O)c2ccc(N3CCOCC3)c([N+](=O)[O-])c2)CC1
  A = 1; B = -3; C = -0.3; D = -0.9
> CCOc1cc(C2NC(=O)NC(C)=C2C(=O)OCCOc2ccccc2)ccc1O (stereo unspecified)
  A = 9; B = -1; C = 0.5; D = -0.2
> CCCCSc1nnc(NC(=O)Cc2ccc(OC)cc2)s1
  A = -8; B = 4; C = -0.1; D = -0.8
> O=C(Oc1coc(CSc2ncccn2)cc1=O)c1cccs1
  A = 10; B = 9; C = 0.4; D = 1.9
> COc1ccc(NC(=O)c2cc3c(n(-c4ccccc4)c2=O)CCCC3=O)c(OC)c1
  A = -1; B = -1; C = 0.0; D = 0.6
> NC(=O)c1c(NC(=O)CN2C(=O)S/C(=C\c3ccccc3)C2=O)sc2c1CCCC2
  A = 14; B = -1; C = 0.0; D = -0.7
> CSc1ccc(S(=O)(=O)Nc2cccc(Cl)c2)cc1
  A = 4; B = 6; C = 0.1; D = -1.3
> CCOc1cc(C2NC(=S)N(C)C(C)=C2C(=O)OC)ccc1OCc1ccccc1 (stereo unspecified)
  A = -3; B = -4; C = 0.1; D = 1.7
> Cc1ccc(-n2ncc3c(NC(C)C)ncnc32)c(C)c1
  A = 5; B = -34; C = 0.0; D = 2.3
> Cc1cc2[nH]c(=O)c(=O)[nH]c2cc1S(=O)(=O)Nc1cccc(Cl)c1
  A = 2; B = 8; C = 0.2; D = 4.6
> COc1ccc(-n2nc(C(=O)NCC(=O)NCc3cccc(F)c3)c3ccccc3c2=O)cc1Cl
  A = 0; B = 5; C = -0.1; D = 0.1
> CSc1cccc(C(=O)Nc2nccs2)c1
  A = 7; B = -7; C = -0.2; D = -2.0
> O=C(Nc1cc(Oc2ccc(Cl)cc2)cc([N+](=O)[O-])c1)c1cc(-c2ccccc2)nc2ccccc12
  A = -8; B = -1; C = -0.1; D = 0.8
> NC(=O)c1c(NC(=O)c2cccc([N+](=O)[O-])c2)sc2c1CCC2
  A = 12; B = -27; C = 0.3; D = 0.3
> O=C(NCc1ccccc1)C1CC(c2ccc(F)cc2)=NO1 (stereo unspecified)
  A = 7; B = -26; C = 0.1; D = 0.4
> Cc1ccc(/C=C2/N=C(c3ccc([N+](=O)[O-])cc3)OC2=O)o1
  A = 6; B = 9; C = 0.0; D = -0.1
> CCC(=O)Nc1ccc(C(=O)Nc2cccc(F)c2)cc1
  A = -10; B = -64; C = -0.1; D = 0.8
> CCCn1c(SCC(=O)Nc2cccc(C)n2)nc2c1c(=O)n(C)c(=O)n2C
  A = 3; B = -12; C = 0.3; D = -0.8
> CCOc1ccc(NC(=O)CN(C2CCCCC2)S(C)(=O)=O)cc1
  A = 4; B = 4; C = 0.2; D = -0.8
